AmpC inh no detg = AmpC beta-lactamase inhibition without detergent; actives 0.52% (n = 330,000); AmpC nitrocefin hydrolysis, absorbance 480 nm, 0.0001% Triton; P00811; Potency, µM (highest dose often 57.1 µM), inactives show at the top dose activity change, negative = inhibition, hits mostly inhibitors;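 also: potency is read from the fitted curve at half-maximal effect; plate controls were no compound for no effect and no enzyme for full effect; nearly all actives have a fitted effect of over 20% in size; some results filed as inactive show a strong effect at the top dose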
Target sequence (P00811 whole entry, looked up): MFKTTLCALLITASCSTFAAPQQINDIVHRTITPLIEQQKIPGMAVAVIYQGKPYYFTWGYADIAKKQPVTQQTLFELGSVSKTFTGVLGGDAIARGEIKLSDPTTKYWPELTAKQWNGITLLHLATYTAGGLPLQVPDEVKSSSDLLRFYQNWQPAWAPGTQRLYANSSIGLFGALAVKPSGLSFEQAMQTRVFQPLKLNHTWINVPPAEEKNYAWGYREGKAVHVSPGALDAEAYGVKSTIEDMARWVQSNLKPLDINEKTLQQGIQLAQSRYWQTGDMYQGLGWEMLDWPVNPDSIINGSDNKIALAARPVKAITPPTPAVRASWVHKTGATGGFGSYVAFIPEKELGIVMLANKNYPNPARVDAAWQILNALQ
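20 mM phosphate pH 7.0 + 0.01% (detergent screen) or 0.0001% Triton X-100; 5.3 nM AmpC reagent; cpd preinc 15 min RT; nitrocefin (800 uM stock) to start; A480 q20 s × 4 min; Activity was normalised to no-enzyme and no-compound control wells.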
HCMV antiviral = blocks human cytomegalovirus replication; HFF cells, HCMV-luciferase reporter, 72 h; hits give low values; activity change, negative = inhibition, % at 57.5 µM; actives 4.5% (n = 410,000); in the data active = activity change below about -60%; inconclusive = no clear call, values can overlap the other calls; inactive = above about -39%
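Two-dose cell screen: HFF monolayers treated with compounds and infected with luciferase-expressing HCMV at 1 PFU/cell, 72 h at 37C, then lysed for luciferase measurement.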
AmpC inh detg = blocks E. coli AmpC beta-lactamase in detergent assay | Potency, µM (doses to about 114 µM), inactives show top-dose activity change, negative = inhibition, actives largely listed as inhibitors | actives 0.041% (n = 370,000) | P00811 | AmpC hydrolysis of nitrocefin, absorbance 480 nm, 0.01% Triton;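 also: potency is read from the fitted curve at half-maximal effect; 0% = no-compound wells and -100% = no-enzyme wells; nearly all actives have a fitted effect of over 25% in size; some results filed as inactive show a strong effect at the top dose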
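AmpC (5.3 nM in the dispensed reagent) in 20 mM phosphate pH 7.0 with 0.01% (detergent screen) or 0.0001% Triton X-100 was preincubated with compounds for 15 min at room temperature. Nitrocefin was then added from an 800 uM solution, and hydrolysis was followed at 480 nm.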
FBPA Giardia inh = blocks Giardia fructose-bisphosphate aldolase activity. A8B2U2. purified Giardia FBPA. Potency, µM (doses to about 59.6 µM), without a hit: top-dose activity, negative = inhibition, hits mostly inhibitors. actives 0.71% (n = 290,000). AID 2451; also: potency is read from the fitted curve at half-maximal effect; nearly all actives have a fitted effect of over 55% in size
Target sequence (A8B2U2 whole entry, looked up): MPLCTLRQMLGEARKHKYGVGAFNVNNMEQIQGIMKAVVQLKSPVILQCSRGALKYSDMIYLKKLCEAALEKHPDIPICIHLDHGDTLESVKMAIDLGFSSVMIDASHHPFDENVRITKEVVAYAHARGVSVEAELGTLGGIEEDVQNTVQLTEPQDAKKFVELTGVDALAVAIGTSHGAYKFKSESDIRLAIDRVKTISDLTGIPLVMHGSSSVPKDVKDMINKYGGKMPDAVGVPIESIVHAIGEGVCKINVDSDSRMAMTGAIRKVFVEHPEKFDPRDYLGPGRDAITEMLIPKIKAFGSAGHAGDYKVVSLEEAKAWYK
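40 nM FBPA preincubated 10 min at RT with compound (up to 57.5 uM final), then substrate plus GAPDH/TPI/NAD/arsenate coupling and diaphorase/resazurin added. Fluorescence read after 20 min at RT, 525/598 nm.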
Sm TGR inh = inhibitors of Schistosoma mansoni thioredoxin glutathione reductase; purified TGR, DTNB reduction, TNB absorbance 405 nm; Q962Y6; actives 3% (n = 360,000); Potency, µM (highest dose often 114 µM), without a hit: top-dose activity change, negative = inhibition, usual class: inhibitors; AID 485364; also: potency is read from the fitted curve at half-maximal effect; nearly all actives have a fitted effect of over 60% in size
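First, TGR (20 nM dispensed) and NADPH were mixed with compound. Second, a 15 min room-temperature incubation followed. Third, further NADPH and then DTNB were added to start the reaction. Finally, TNB absorbance was monitored kinetically.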
HCV inh = inhibitors of hepatitis C virus infection; actives 3.4% (n = 340,000); Potency, µM (series often up to 41.8 µM), without a hit: at the top dose activity change, negative = inhibition, actives largely listed as inhibitors; Huh7.5.1 HCVcc-Cre infection, luciferase reporter, 44 h; AID 651820; also: potency is read from the fitted curve at half-maximal effect
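1,000 cells/well; 4 h culture; + compound; + HCVcc-Cre (~0.5 moi); 44 h; luciferase substrate, RT 15 min; read 15 sec.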
An asterisk follows results filed as active; ? = inconclusive; . = not tested or not shown; & = joins results of further samples; ! = a repeat was not active; [ ] = dose if it differs, or a comment. Unless noted, calls follow the shape of the dose curve; as a rule, active = well fitted curve in the direction sought with a large enough effect; inconclusive = small, poorly fitted or top-dose-only effect, or another doubt; inactive = no such curve, though single readings can be large; an effect the other way counts as inactive or inconclusive. Unless noted, % is scaled to controls: 0 for no effect and ±100 for the full control effect. Not a hit list. Share with any hit: about 9.9%.

SMILES	AmpC inh no detg	HCMV antiviral	AmpC inh detg	FBPA Giardia inh	Sm TGR inh	HCV inh
Cn1c(N)c(C(=O)COC(=O)CSc2ccccc2)c(=O)n(C)c1=O	2%	36	-9%	-4%	-4%	2%
COc1ccc(/C=N/NC(=O)c2cccc([N+](=O)[O-])c2)cc1O	-28%	-28	1%	-3%	.	-14%
Cc1cc(NC(=O)CCCC(=O)NCc2cccs2)no1	-2%	22	?	0%	0%	14%
COc1ccc(-c2cc(CNS(=O)(=O)c3ccc(F)cc3)on2)cc1	-40%	-40	-4%	-3%	7%	-17%
Cc1ccc(C(=O)CSc2nnc(-c3ccncc3)n2C)cc1	-25%	-14	-3%	3%	-6%	2%
Cc1ccc(CNS(=O)(=O)c2cc3c(cc2C)NC(=O)CO3)cc1	-11%	12&2	-5%&-1%	-10%	-16%&-5%	-3%
CSc1ccccc1NC(=O)COC(=O)CCc1ccccc1	-18%	-62*	-4%	17%	5%	8%
COc1ccc(CN(C(=S)Nc2ccccc2)C2CC(=O)N(c3ccc(F)cc3)C2=O)cc1 (configuration not stated)	-38%	20	9%	9%	4%	6%
Cc1cccc2sc(NNC(=O)c3ccc(S(=O)(=O)N4CCc5ccccc5C4)cc3)nc12	14µM*	-105*	-9%	?	-11%	?
Cc1cc(C)nc(NS(=O)(=O)c2ccc(NC(=O)C3CC(=O)N(c4ccccc4)C3)cc2)n1 (configuration not stated)	-24%	2	-9%	0%	-12%	7%
CN1CCCN(C(=O)COc2ccccc2Br)CC1	23%	14	-1%	.	-1%	5%
O=C1c2oc3ccc(F)cc3c(=O)c2C(c2ccncc2)N1CCN1CCOCC1 (configuration not stated)	-3%	.	?	4%	?	4%
c1cncc(-c2nc3cc(Cc4ccc5oc(-c6cccnc6)nc5c4)ccc3o2)c1	-22%	.	-8%	-1%	2%	.
CC(C)(C)c1nc(CN2CCOCC2)ccc1O	4%	-1	-6%	-2%	-3%	7%
CC(NC(=O)NCC1CCCO1)(C(F)(F)F)C(F)(F)F (configuration not stated)	3%	-9	?	-2%	6%	?
N=C1c2ccccc2CN1NC(=O)C1CC1	-8%	-21	?	-2%	7%	33%[activator]
CCOc1ccccc1/C=C/c1cc(C(=O)O)c2ccccc2n1	-20%	2	0%	-7%	-1%	5%
O=C(CN1CCN(S(=O)(=O)c2ccc(Br)cc2)CC1)Nc1ccc2c(c1)OCCO2	22%	114	-13%	-12%	-3%	?
COc1cccc(CN2CC(O)=C(c3nc(-c4ccc(Cl)cc4)cs3)C2=N)c1	.	-32	-4%	-3%	-3%	-2%
COc1ccccc1CNC(=O)Cn1cc2c(n1)-c1c(oc(C(=O)N3CCOCC3)c1C)CC2	.	?	?	.	-4%	.
CCC1=NC(c2ccc(OC)cc2)N(O)C1(C)C (configuration not stated)	-11%	.	?	3%	-9%	12%
CCOc1cc2[nH]c(=S)n(C(C)C)c(=O)c2cc1OCC	-3%	-22	3%	7%	-3%	?
C/C(=N\NS(=O)(=O)c1ccc([N+](=O)[O-])cc1)c1c[nH]c2ccccc12	-26%	44	?	-30%	-35%	6%
Cc1ccc(NC(=S)c2nc3ccccc3s2)cc1	-22%	-16	-4%	.	8%	-21%
Cc1ccc(OCCCC(=O)Nc2ccc(S(=O)(=O)Nc3cc(C)on3)cc2)cc1	-35%	12	?	12%	-22%	5%

A second format for 18 compounds above:
Each structure is followed by: AmpC inh no detg	HCMV antiviral	AmpC inh detg	FBPA Giardia inh	Sm TGR inh	HCV inh
COc1ccc(CN(C(=S)Nc2ccccc2)C2CC(=O)N(c3ccc(F)cc3)C2=O)cc1 (configuration not stated)
 : -38%	20	9%	9%	4%	6%
Cc1cccc2sc(NNC(=O)c3ccc(S(=O)(=O)N4CCc5ccccc5C4)cc3)nc12
 : 14µM*	-105*	-9%	?	-11%	?
Cc1cc(C)nc(NS(=O)(=O)c2ccc(NC(=O)C3CC(=O)N(c4ccccc4)C3)cc2)n1 (configuration not stated)
 : -24%	2	-9%	0%	-12%	7%
CN1CCCN(C(=O)COc2ccccc2Br)CC1
 : 23%	14	-1%	.	-1%	5%
O=C1c2oc3ccc(F)cc3c(=O)c2C(c2ccncc2)N1CCN1CCOCC1 (configuration not stated)
 : -3%	.	?	4%	?	4%
c1cncc(-c2nc3cc(Cc4ccc5oc(-c6cccnc6)nc5c4)ccc3o2)c1
 : -22%	.	-8%	-1%	2%	.
CC(C)(C)c1nc(CN2CCOCC2)ccc1O
 : 4%	-1	-6%	-2%	-3%	7%
CC(NC(=O)NCC1CCCO1)(C(F)(F)F)C(F)(F)F (configuration not stated)
 : 3%	-9	?	-2%	6%	?
N=C1c2ccccc2CN1NC(=O)C1CC1
 : -8%	-21	?	-2%	7%	33%[activator]
CCOc1ccccc1/C=C/c1cc(C(=O)O)c2ccccc2n1
 : -20%	2	0%	-7%	-1%	5%
O=C(CN1CCN(S(=O)(=O)c2ccc(Br)cc2)CC1)Nc1ccc2c(c1)OCCO2
 : 22%	114	-13%	-12%	-3%	?
COc1cccc(CN2CC(O)=C(c3nc(-c4ccc(Cl)cc4)cs3)C2=N)c1
 : .	-32	-4%	-3%	-3%	-2%
COc1ccccc1CNC(=O)Cn1cc2c(n1)-c1c(oc(C(=O)N3CCOCC3)c1C)CC2
 : .	?	?	.	-4%	.
CCC1=NC(c2ccc(OC)cc2)N(O)C1(C)C (configuration not stated)
 : -11%	.	?	3%	-9%	12%
CCOc1cc2[nH]c(=S)n(C(C)C)c(=O)c2cc1OCC
 : -3%	-22	3%	7%	-3%	?
C/C(=N\NS(=O)(=O)c1ccc([N+](=O)[O-])cc1)c1c[nH]c2ccccc12
 : -26%	44	?	-30%	-35%	6%
Cc1ccc(NC(=S)c2nc3ccccc3s2)cc1
 : -22%	-16	-4%	.	8%	-21%
Cc1ccc(OCCCC(=O)Nc2ccc(S(=O)(=O)Nc3cc(C)on3)cc2)cc1
 : -35%	12	?	12%	-22%	5%

Full records as entered above. Values in the order: AmpC inh no detg, HCMV antiviral, AmpC inh detg, FBPA Giardia inh, Sm TGR inh, HCV inh
c1cncc(-c2nc3cc(Cc4ccc5oc(-c6cccnc6)nc5c4)ccc3o2)c1 in the list: -22%, ., -8%, -1%, 2%, .
Cc1ccc(NC(=S)c2nc3ccccc3s2)cc1 in the list: -22%, -16, -4%, ., 8%, -21%

(next part)
SMILES	AmpC inh no detg	HCMV antiviral	AmpC inh detg	FBPA Giardia inh	Sm TGR inh	HCV inh
CCOc1ccc(C(=O)CSc2nnc(N)s2)cc1	-33%	82	?	-10%	-23%	11%
O=C(NCC1CCCN(Cc2cccc(C(F)(F)F)c2)C1)c1ccc(F)cc1 (configuration not stated)	36%	-36	-2%	-1%	4%[57.1 µM]	16%
c1ccc(Cn2c(-c3cncs3)nc3ccccc32)cc1	-3%	-1	-14%	13%	9%	-15%
COc1ccc(/C=C2\SC(=NCc3ccccc3)N(Cc3ccccc3)C2=O)cc1OC	?	23	0%	-4%	-1%	0%
OCC[C@@H]1C[C@H](O)[C@@H](O)[C@@]2(OCc3ccccc32)O1	-11%	28	-15%	6%	-10%	11%
O=C(O)C1C2CCC(C2)C1C(=O)Nc1nc2ccccc2s1 (configuration not stated)	-18%	43	?	1%	-1%	5%
O=C(NCc1cccc2ccccc12)c1cccs1	-18%	74	-1%	.	5%	13%
CCN(CC(=O)NCc1ccc(F)cc1)c1ccc(S(C)(=O)=O)cc1[N+](=O)[O-]	-15%	53	?	9%	5%	20%
CC(=O)Oc1ccc(-c2ccc(C(=O)O)cc2)cc1	-2%	6	?	5%	10%	33%[activator]
O=C1CN(C(=O)c2ccc(S(=O)(=O)N3CCCC3)cc2)C(c2ccccc2)c2cc(Cl)ccc2N1 (configuration not stated)	.	-14	1%	.	8%	.
CCCCc1nc2cc(C(=O)N(C)CCc3cn[nH]c3)ccc2o1	20%	0	-15%	4%	1%	5%
CCCCCCCC(=O)N/N=C(\C)c1ccc(O)cc1O	-23%	-70*	7%	-10%	24%	-24%
O=C(c1cccc(F)c1)N1CCC(O)(c2cccnc2)CC1	-15%	38	?	.	2%	12%
c1ccc(CN2CCN(CCOCCOc3ccc4c(c3)CCC4)CC2)cc1	4%	61	-2%	?	0%	-25%
CCOC(=O)c1c(-c2ccccc2)csc1NC(=O)/C(C#N)=C/c1ccc(OC)c(OC)c1	-43%	28	-11%	-5%	1%	-2%
CC(=O)N1c2ccc(S(=O)(=O)N3CCCCC3)cc2CC1C (configuration not stated)	10%	17	1%	.	-3%	8%
COc1ccc(OC)c(NC2=NC3(CCCC3)N=C(N)N2)c1	-40%	7	6%	0%	5%	-23%
O=C(c1ccc(Cl)nc1)c1cccs1	-3%	.	-4%	9%	-7%	24%
COc1ccccc1CNC(=O)CCCNC(=O)Cn1cnc2sc(C)c(C)c2c1=O	54%	-31	?	10%	3%	1%
CCCCn1c(/C=N/Nc2nc3ccccc3[nH]2)nc2ccccc21	-41%	-37	2%	26%	3%	?
O=C(NNC(=O)C1CC(c2cccs2)=NO1)Nc1ccc(Cl)cc1 (configuration not stated)	-20%	-2	-15%	.	-2%	11%
O=c1oc(-c2cccc(C(F)(F)F)c2)nn1-c1ccc(C(F)(F)F)cn1	-6%	2	-3%	1%	7%	7%
CCc1cc2c(COC(=O)CCNS(=O)(=O)c3cccc(C(F)(F)F)c3)cc(=O)oc2cc1O	-17%	92	-17%	.	-9%	?
CCN(CC)c1ccc(C=O)c(OC)c1	-4%	?	-4%	-9%	13%	-25%
Cc1nn(CC(=O)c2ccc(Br)s2)c(C)c1[N+](=O)[O-]	-35%	0	3%	3%	-18%	15%
Remaining list, next part.
SMILES	AmpC inh no detg	HCMV antiviral	AmpC inh detg	FBPA Giardia inh	Sm TGR inh	HCV inh
COCCN(C(=S)Nc1cccc(Cl)c1C)C(C)c1ccco1 (configuration not stated)	27%	-29	7%	-1%	9%	8%
CCn1cc(Br)c(C(=O)Nc2cccc(SC)c2)n1	-20%	55	1%	-1%	0%	?
O=c1nc(/C=C/c2ccc(-c3ccc(F)cc3)o2)cc(C(F)(F)F)[nH]1	-15%	.	5%	7%	-22%	.
CC(C)(C)c1cc(CCC(=O)NCCc2ccccn2)cc(C(C)(C)C)c1O	127%[activator]	-39	2%	1%	-20%	?
Cc1ccc(CN2CCSc3ccc(C(=O)NCCc4ccccc4)cc32)cc1	.	70	16%	.	4%	.
Cc1ccc(NC(=O)CN(C)CC(=O)NC2CCCc3ccccc32)cc1 (configuration not stated)	90%[activator]	-38	1%	6%	1%	-14%
CCOC(=O)C1(Cc2cccc(Cl)c2)CCCN(C(=O)c2ccco2)C1 (configuration not stated)	63%[activator]	10	-4%	2%	?	-6%
CCOC(=O)N1CCC(NCCNC(=O)c2ccccc2)CC1	-26%&-7%	-70*!	1%&3%	-15%	9%&-12%	6%&21%

Screens: PubChem BioAssay, National Center for Advancing Translational Sciences (NCATS)
